hK5 inh = human KLK5 protease inhibitors, primary screen, biochemical, 1536-well | Kallikrein-5 (Homo sapiens), Q9Y337 | inhibition, % at 5 µM | actives 0.59% (n = 210,000) | recombinant hK5, fluorogenic AMC substrate cleavage;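 active means inhibition of 40% or more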;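 further: 0% = enzyme controls without compound and 100% = no-enzyme blanks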
Target sequence (Q9Y337 67-293 limits assumed): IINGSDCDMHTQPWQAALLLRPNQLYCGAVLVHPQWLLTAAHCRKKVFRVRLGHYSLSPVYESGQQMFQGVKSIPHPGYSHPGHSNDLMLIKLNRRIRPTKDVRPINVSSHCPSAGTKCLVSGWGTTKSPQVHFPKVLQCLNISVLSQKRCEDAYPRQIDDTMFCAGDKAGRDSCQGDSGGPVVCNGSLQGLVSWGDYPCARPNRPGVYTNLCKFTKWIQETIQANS
FXIa inh = human FXIa protease inhibitors, primary screen, biochemical, 1536-well; actives 0.14% (n = 220,000); Coagulation factor XI (Homo sapiens), P03951; AID 798, 2007; inhibition, % at 5 µM; purified FXIa, Boc-Glu-Ala-Arg-AMC fluorogenic substrate;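 active means inhibition of at least 40%; inactive means inhibition below 40%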;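 further: fluorescence of freed AMC excited at 355 nm; 0% = enzyme without compound and 100% = no enzyme blank; many of its hits are not listed in these tables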
PERK inhibitor = block of dimerizer-induced PERK translation repression, primary screen, PERK inhibitor project, CHO PERK-DD cells, SEAP luminescence, HTS | Eukaryotic translation initiation factor 2-alpha kinase 3 (Homo sapiens), Q9NZJ5 | CHO PERK-DD fusion, SEAP luminescence translation reporter | inhibition, % at 5.6 µM | actives 0.17% (n = 220,000) | AID 1416, 2008;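 active means inhibition above the mean inhibition of all tested compounds plus 3 SD, set separately per screening campaign, cut at about 2.9% in these data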;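 further: PERK kinase domain activated by AP20187 dimerizer at 100 nM; 0% = DMSO with dimerizer and 100% = rapamycin at 8.4 µM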
FXIIa inh 1536 = human FXIIa protease inhibitors, primary screen, biochemical, 1536-well. Coagulation factor XII (Homo sapiens), P00748. purified FXIIa, Boc-QGR-AMC fluorogenic substrate, 2 h. inhibition, % at 5 µM. actives 0.3% (n = 220,000); in the data active means inhibition above about 40%;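 further: 0% = enzyme with no compound and 100% = blank without enzyme; many of its hits are not listed in these tables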
Thrombin inh = human alpha-thrombin inhibitors, primary screen, counter-screen for coagulation protease inhibitor project, biochemical, 1536-well, fluorogenic AMC substrate; Prothrombin (Homo sapiens), P00734; Boc-VPR-AMC fluorogenic substrate cleavage; actives 0.26% (n = 220,000); inhibition, % at 5 µM;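 active means inhibition at or above 40%; inactive means inhibition below 40%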;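 further: 0% = enzyme with no compound and 100% = wells without enzyme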
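System – human alpha-thrombin · Medium – pH 7.5 Tris (50 mM) with NaCl 150 mM, Tween 20 0.05% · Compound – single-point dosing at 5 µM, 0.2% DMSO · Incubation – enzyme reaction carried out at room temperature · Technique – fluorescence of released AMC, ex 355 nm, em 460 nm · Read-out basis – % inhibition of thrombin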
Cl transport mod = KCC2 cotransporter modulators, thallium flux, primary screen, cell-based, HEK293 KCC2, FluoZin-2 fluorescence, MLSMR | B-score of Tl+ flux slope (higher = more flux/activation; lower = inhibition) at 10 µM | Solute carrier family 12 member 5 (Homo sapiens), Q9H2X9 | KCC2 cells, thallium flux FluoZin-2 fluorescence | actives 2.2% (n = 190,000);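 active means thallium flux slope and its plate-corrected score both differing from the plate sample mean at a set confidence after two filtering rounds, in either direction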;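 further: slope of fluorescence scaled to starting intensity during 10 to 20 s after thallium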
Wee1 stabilizer = Wee1 degradation inhibitors, primary screen, cell-based, HeLa, Wee1K328M-luciferase, luminescence; Wee1-like protein kinase (Homo sapiens), P30291; HeLa Luc-Wee1K328M stability; 100% = proteasome inhibitor MG132 effect; reporter increase, % at 5 µM; actives 1.2% (n = 220,000);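 active means activation above the mean of all tested compounds plus 3 SD, set per screening run, cut at about 8.8% in these data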;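 further: cells exposed to compound for 20 h before luminescence read; 0% = DMSO alone and 100% = MG132 at 30 µM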
Target sequence (P30291 whole entry K328M): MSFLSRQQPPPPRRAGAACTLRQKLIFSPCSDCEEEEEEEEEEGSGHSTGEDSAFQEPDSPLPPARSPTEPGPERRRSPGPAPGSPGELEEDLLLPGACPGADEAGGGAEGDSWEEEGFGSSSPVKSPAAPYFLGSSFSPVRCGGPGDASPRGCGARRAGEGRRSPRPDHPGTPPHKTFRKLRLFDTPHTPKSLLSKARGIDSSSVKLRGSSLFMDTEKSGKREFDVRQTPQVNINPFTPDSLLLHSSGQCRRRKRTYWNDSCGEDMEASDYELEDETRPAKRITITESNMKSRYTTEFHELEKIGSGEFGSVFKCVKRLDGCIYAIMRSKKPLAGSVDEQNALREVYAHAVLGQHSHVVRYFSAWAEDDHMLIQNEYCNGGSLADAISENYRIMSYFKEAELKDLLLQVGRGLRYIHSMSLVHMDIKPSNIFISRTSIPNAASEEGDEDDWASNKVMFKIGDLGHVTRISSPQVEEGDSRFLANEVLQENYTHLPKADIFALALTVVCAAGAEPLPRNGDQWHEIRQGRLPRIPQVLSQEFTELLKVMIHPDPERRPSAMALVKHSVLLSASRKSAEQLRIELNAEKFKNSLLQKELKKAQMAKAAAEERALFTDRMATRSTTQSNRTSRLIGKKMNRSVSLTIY
p97 ATPase inh = inhibitors of human p97 ATPase, primary screen, biochemical; inhibition, % at 8 µM; recombinant p97 ATPase, Kinase-Glo ATP luminescence, 3 h; actives 0.42% (n = 220,000); in the data active means inhibition above about 15%;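 further: 0% = DMSO vehicle and 100% = wells lacking enzyme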
Furin inhibitor = human furin inhibitors, primary screen, biochemical, fluorescence intensity | P09958 | purified furin, fluorogenic substrate cleavage | inhibition, % at 30 µM | actives 0.061% (n = 220,000); in the data active means inhibition above about 25%; further: inactives centre near -15
Starred values were filed as active, the others as inactive; · = no result given; [ ] = remark or other dose.

Compound,FXIa inh,Wee1 stabilizer,hK5 inh,PERK inhibitor,Thrombin inh,Cl transport mod,FXIIa inh 1536,p97 ATPase inh,Furin inhibitor
CCOC(=O)c1c(C)[nH]c(C(=O)COC(=O)CNC(=O)c2ccc(Br)cc2)c1C,0,0,-3,0.4,-1,1.2,8,4,-9
CC(=O)c1sc(NC(=O)c2ccc(C(C)(C)C)cc2)nc1C,-4,-1,4,-0.8,-1,0.0027,8,3,-8
FC(F)(F)c1nnc2ccc(N3CCCC3)nn12,-3,5,-11,1.0,-3,-0.19,4,2,-10[20 µM]
Cc1c(NC(=O)c2ccc(N(Cc3ccccc3)S(C)(=O)=O)cc2)c(=O)n(-c2ccccc2)n1C,-4,0,-11,0.8,-4,-0.027,4,0,-19
Cc1cccc(NC(=O)CSc2nc(N)c(NC(=O)c3cccs3)c(=O)[nH]2)c1C,5,-4,-7,0.5,3,-0.45,10,7,-1
Cc1ccc2nc(N=C(N)N)nc(C)c2c1,-6,3,-5,0.7,-5,-0.44,-3,0,0
O=C([C@H](Cc1ccccc1)NS(=O)(=O)c1ccc(Cl)cc1)N1CC[C@@]2(O)CCCC[C@H]2C1,12,3,2,-1.0,4,-0.85,28,-10,-7[20 µM]
COc1cc(CN2CCNC(=O)C2CC(=O)NCCc2ncccc2C)cc(OC)c1 (stereo not drawn),-2,-1,·,2.0,-6,0.059,9,0,-16
C/C(=N\NC(=O)C(C)n1nc(C)c([N+](=O)[O-])c1C)c1ccccc1O (stereo not drawn),11,8,-19,-0.1,0,0.11,12,5,-15
Cn1nccc1C(=O)Nc1cccc(C(F)(F)F)c1,-6,0,-13,0.2,-1,0.28,2,3,-12
O=[N+]([O-])c1ccc(Nc2ccc(Cl)cc2)nc1,4,-1,3,0.0,3,-1.3,13,-1,-10
O=C1C2C3C=CC(CC3)C2C(=O)N1/N=C/c1c[nH]c2ccccc12 (stereo not drawn),-5,1,-9,1.0,-10,1.5,5,6,-10
CS(=O)(=O)N(Cc1ccc(C(=O)NCc2ccco2)cc1)c1ccccc1,-6,2,-1,-0.6,4,-0.38,-10,-3,4
CCn1c(=O)c(-c2nc3ccccc3[nH]2)c(O)c2ccccc21,7,3,-90,0.3,-15,2.6,6,-5,-17
CC(C)(C)OC(=O)N1CC(O)CC1C(=O)OCC(=O)c1ccc(-c2ccccc2)cc1 (stereo not drawn),-3,0,-6,-0.6,2,-0.67,4,0,-19
O=S(=O)(N/N=C/c1cn(Cc2ccccc2)c2ccccc12)c1ccccc1,7,-2,-5,0.3,2,0.043,25,-5,-7[20 µM]
CCOC(=O)N/N=C(/C)c1cccc(-n2cnnn2)c1,-8,-2,-5,1.7,-1,-0.012,4,1,-27
CS(=O)(=O)Nc1ccc(S(=O)(=O)Nc2nccs2)cc1,-4,3,-32,1.1,-6,-0.27,4,6,-25[20 µM]
CCOc1cc(C(=O)NC(C)c2ccncc2)cc(OCC)c1OCC (stereo not drawn),4,2,-1,0.7,-4,-0.28,-4,8,-14[20 µM]
Cc1oc2ccc(OCc3ccccc3F)cc2c1C(=O)O,-20,-1,-10,1.2,-5,-0.32,-2,0,-6[20 µM]
Fc1ccc(-n2c(-c3cc(C4CC4)[nH]n3)n[nH]c2=S)cc1Cl,1,1,1,0.6,-3,-2.6,4,6,-12
Clc1ccc(CSc2snnc2-c2ccccc2)c(Cl)c1,4,-2,-2,0.7,-20,0.096,-1,2,-18[20 µM]
O=C(/C=C/c1ccco1)Nc1ccc(Oc2ccccc2)cc1,6,-2,-1,-0.6,4,-1,10,-8,-11[20 µM]
CCOc1ccccc1C(=O)Nc1ccccc1O,-7,3,1,0.9,-3,-0.83,6,4,-17[20 µM]
COCCOC(=O)c1c(C)n(C)c2ccc(OC(=O)C3CC3)cc12,4,-2,-12,0.0,-3,0.049,-2,-7,-20
COc1ccc(-c2c(NC(C)=O)n(C)c3ccccc3c2=O)cc1,-3,1,1,0.2,-4,·,4,6,-9
Cc1ccc(C)c(N(CC(=O)NN=C2CCN(C)CC2)S(=O)(=O)c2ccccc2)c1,-5,-1,-19,-0.1,-3,-0.089,1,-3,1
COc1ccccc1Nc1nc(N)nc(CSC(=S)N2CCCCC2)n1,-7,-1,-7,-0.1,-7,0.63,-3,4,-26
COc1cc(/C=C(\C#N)c2nc3ccccc3[nH]2)c([N+](=O)[O-])cc1OCc1ccccc1,7,1,6,-1.3,0,-4.5*,17,0,-13
CCN(CC)C(=O)Cn1cc(C(=O)C(=O)NCCc2ccc(S(N)(=O)=O)cc2)c2ccccc21,1,-1,3,0.4,-1,1.2,13,-2,-7
COc1ccc(C(=O)N2CCN(c3ccc([N+](=O)[O-])c(NCCc4ccc(OC)c(OC)c4)c3)CC2)cc1,9,0,0,-1.3,2,-0.029,4,-1,0
Cn1cc(NC(=O)OCc2ccc(Cl)cc2)c(C(F)(F)F)n1,27,-1,22,0.2,26,-1.8,26,-4,-4
C=C1C(C(=O)Nc2ccc(OC)cc2)C1C(=O)Nc1ccc(OC)cc1 (stereo not drawn),5,5,10,0.0,-5,0.096,0,1,-25
O=C(Cc1ccc([N+](=O)[O-])cc1)c1c(O)cc(O)cc1O,4,1,5,0.9,1,-0.22,8,4,-12
CC(NC(=O)c1cccs1)c1nnc(SCc2ccc(Cl)cc2Cl)n1C (stereo not drawn),4,0,-13,-0.1,-18,0.83,9,6,-9
Nc1nncn1C(=O)c1cccs1,-2,-2,13,0.7,7,0.41,23,1,-10
O=C(O)c1ccc2ncc(NC(=O)c3ccc(F)cc3)c(=O)n2c1,-9,-2,5,1.6,-1,-0.13,4,-4,-16
CC(C)(O)C#Cc1ccc(CN2CCN(C3CCCCC3)C(CCO)C2)cc1 (stereo not drawn),3,0,·,1.4,1,·,10,1,-16
Clc1ccccc1Cn1c(/C=C/c2ccco2)nc2ccccc21,3,-3,-14,-1.0,-6,-0.3,6,2,-32
CSc1nc(N2CCOCC2)c2sccc2n1,-5,3,-12,-0.4,-5,-2.3,-2,1,-7
Cc1c(C2CC(=O)N(c3ccccc3)C2=O)[nH]n(-c2ccccc2)c1=O (stereo not drawn),-2,5,0,1.4,2,0.13,7,12,3
Cc1ccc(SC(C)C(=O)NCc2cccnc2)cc1 (stereo not drawn),6,-1,-6,0.5,1,0.45,17,-3,-9[20 µM]
CC(C)=CCN1CCN(Cc2nc(-c3ccc(F)cc3)cs2)CC1CCO (stereo not drawn),-2,-3,-1,-1.9,-2,-3.4,3,-6,-21
O=C(CCN1C(=O)c2ccccc2C1=O)Nc1ccc2c(c1)OCCO2,-1,-2,0,0.5,-7,-0.12,3,1,-18[20 µM]
COC(c1ccccc1)c1nnc(CCC(=O)N(C)CCc2ccccc2)o1 (stereo not drawn),-1,2,-15,0.3,-8,1.3,9,-5,-17
COC(=O)c1cc(NC(=O)N2c3ccccc3Sc3ccccc32)cc(C(=O)OC)c1,11,0,-13,-0.6,7,·,23,3,-8[20 µM]
CCCC(=O)N=C1SC2CS(=O)(=O)CC2N1c1ccc(C(C)=O)cc1 (stereo not drawn),-1,4,-3,1.6,-7,1.9,12,5,-17
O=C1C2CC=CCC2C(=O)N1c1ccc(NCCc2ccc(Cl)cc2)c([N+](=O)[O-])c1 (stereo not drawn),8,1,-10,0.7,-7,0.28,13,2,-17
Cc1ccc(OCCCC(=O)Nc2ccc(N3CCOCC3)cc2)cc1,1,1,-5,0.4,4,·,18,-4,-2[20 µM]
O=C(COC(=O)c1ccco1)Nc1ccc(Br)cc1,-3,0,-22,-0.9,-2,1.5,10,-3,-8

Further entries:
Compound,FXIa inh,Wee1 stabilizer,hK5 inh,PERK inhibitor,Thrombin inh,Cl transport mod,FXIIa inh 1536,p97 ATPase inh,Furin inhibitor
COc1cccc(NC(=O)c2ccc(CN3CCN(c4ccccc4)CC3)cc2)c1,-1,2,11,-1.1,-6,-1.7,12,-2,-12
CCc1cccc2c(SC(C)C(=O)NCC3CCCO3)nc(-c3ccccc3)nc12 (stereo not drawn),-6,0,-11,0.4,7,·,8,-4,-15[20 µM]
O=C(N/N=C\c1cccc(Cl)c1)c1ccc(Cn2cc(Br)c([N+](=O)[O-])n2)o1,10,0,-8,0.1,-3,-0.53,11,5,-24
Cc1nn(CC(=O)Nc2ccc(Cl)cn2)c(C)c1Br,9,-3,-3,0.8,-1,0.7,8,3,-17
COc1ccc(Br)cc1/C=N/Nc1ccc(Cl)c(C(=O)O)c1,-2,2,-3,0.7,-4,0.2,·,5,-20
O=C(CCn1c2c(c3ccccc31)CCCC2)NNC(=O)c1ccc([N+](=O)[O-])cc1,2,0,0,-0.2,-5,-3.2,8,5,-1
CC(C)(C)c1ccc(NC(=O)CSc2nnc(-c3n[nH]c4ccccc34)o2)cc1,5,-2,-2,-0.1,-3,-0.054,-1,-5,-28
CCOC(=O)c1c(CN2CCN(Cc3ccccc3)CC2)n(C)c2cc(Br)c(OC)cc12,-4,0,-9,-1.8,6,-0.0049,12,-6,-6[20 µM]
